Screening results deposited in PubChem BioAssay by several laboratories.
PHOSPHO1 block: PubChem AID 1565. recombinant PHOSPHO1, absorbance phosphatase assay. actives 1.1% (n = 290,000). Phosphoethanolamine/phosphocholine phosphatase (Homo sapiens), Q8TCT1. inhibition, % at 13.3 µM; in the data active = inhibition above about 60%
Target sequence (Q8TCT1 whole entry, looked up): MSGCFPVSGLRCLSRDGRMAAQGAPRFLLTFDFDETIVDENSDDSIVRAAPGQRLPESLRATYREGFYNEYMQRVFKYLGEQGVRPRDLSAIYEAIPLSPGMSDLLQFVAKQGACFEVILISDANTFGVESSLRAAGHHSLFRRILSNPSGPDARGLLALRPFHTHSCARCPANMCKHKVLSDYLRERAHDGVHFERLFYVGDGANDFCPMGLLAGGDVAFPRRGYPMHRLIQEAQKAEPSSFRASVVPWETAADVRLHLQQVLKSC
p-CIP stab down: p/CIP-EGFP fusion destabilizers, primary screen, fluorescence, F442A cells; Q05BA5; 16 h; decrease of EGFP signal, % at 10 µM; actives 0.01% (n = 290,000); AID 1984, 2009;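 active = EGFP signal decrease of at least 30% at 10 µM or well 3 SD below plate mean, unless failing retest; inactive = the rest, including hits failing retest or dose response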; note: some compounds called inactive have numbers as strong as hits; many of its hits are not listed in these tables
MEKK3 PB1 HTS: modulators of MEKK3-MEK5 PB1 binding, primary screen, biochemical, wildtype MEKK3, multiplex bead flow cytometry, Alexa488-MEK5 | actives 1.4% (n = 290,000) | binding response (% of control), % at 10 µM | bead-based flow cytometry, Alexa488-MEK5 binding to MEKK3; actives lie on both sides; 0 = blocked by unlabeled MEK5, 100 = vehicle;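 active = binding response more than 3 SD above or below the average of its plate-row segment, actives on both sides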;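 note: Alexa488 bead fluorescence after subtracting the streptavidin-only scavenger bead signal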
Target sequence (Q99759 whole entry, looked up): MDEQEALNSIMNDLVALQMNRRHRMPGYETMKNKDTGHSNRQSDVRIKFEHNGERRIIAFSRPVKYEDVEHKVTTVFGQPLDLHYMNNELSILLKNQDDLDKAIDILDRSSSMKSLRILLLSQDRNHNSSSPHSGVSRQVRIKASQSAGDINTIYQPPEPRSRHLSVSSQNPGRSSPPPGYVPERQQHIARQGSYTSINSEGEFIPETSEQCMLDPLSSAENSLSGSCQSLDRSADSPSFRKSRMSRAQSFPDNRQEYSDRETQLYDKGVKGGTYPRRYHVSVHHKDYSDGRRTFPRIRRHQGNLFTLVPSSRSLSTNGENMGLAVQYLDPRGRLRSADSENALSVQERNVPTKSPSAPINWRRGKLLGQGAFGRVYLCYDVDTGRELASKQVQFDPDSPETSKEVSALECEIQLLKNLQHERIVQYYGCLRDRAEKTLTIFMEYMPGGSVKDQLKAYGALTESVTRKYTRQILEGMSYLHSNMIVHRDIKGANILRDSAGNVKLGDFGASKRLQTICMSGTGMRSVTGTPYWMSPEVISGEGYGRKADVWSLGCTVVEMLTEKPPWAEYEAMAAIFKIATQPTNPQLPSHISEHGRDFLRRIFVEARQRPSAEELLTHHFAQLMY
FID counter: compounds displacing fluorescent DNA intercalator, primary screen, artefact control for HCV NS3 helicase inhibitor project, biochemical, FID fluorescence. DNA fluorescent intercalator displacement. inhibition, % at 7.9 µM. actives 0.17% (n = 290,000); in the data active = inhibition above about 37%;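 note: 0% = vehicle and 100% = reference compound; higher means more ethidium bromide displaced from hairpin DNA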
NS3 helicase inh: inhibitors of HCV NS3 helicase, primary screen, biochemical, Cy5 molecular beacon fluorescence; Hepatitis C virus NS3 helicase; NS3 helicase DNA unwinding; inhibition, % at 10.9 µM; actives 0.56% (n = 290,000); AID 1800, 2009;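 active = inhibition above the mean of all tested compounds plus 3 SD, set per campaign, cut at about 35% in these data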;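 note: 0% = DMSO wells and 100% = thioflavine S control wells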
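Test system: hepatitis C virus NS3 helicase domain fragment enzyme. Also added: annealed dual-labelled DNA beacon duplex, ATP-started. Timing: 60 min unwinding reaction at 25 °C after ATP addition. Technique: Cy5 fluorescence. Measure: % inhibition of unwinding.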
VIM-2 inh: VIM-2 metallo-beta-lactamase inhibitors, primary screen, biochemical, epi-absorbance readout, Pseudomonas aeruginosa enzyme; purified VIM-2, nitrocefin hydrolysis, epi-absorbance fluorescence; inhibition, % at 5.6 µM; actives 0.89% (n = 290,000); AID 1527, 2009;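 active = inhibition above the mean of all tested compounds plus 3 SD, cutoff set per screening run, cut at about 7.5% in these data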;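 note: red hydrolysis product quenches plate fluorescence so inhibitors raise well fluorescence; 0% = enzyme with DMSO and 100% = DMSO without enzyme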
SUMO HTRF inh: inhibitors of in vitro SUMOylation cascade, primary screen, biochemical, HTRF, uHTS; HTRF SUMOylation assay, SAE1/SAE2 + UBC9; inhibition, % at 35 µM; actives 0.36% (n = 290,000); AID 2006, 2009; in the data active = inhibition above about 50%, passing the limit was not always enough; note: strong numbers were not always called active
Target sequence (P63279 whole entry, looked up): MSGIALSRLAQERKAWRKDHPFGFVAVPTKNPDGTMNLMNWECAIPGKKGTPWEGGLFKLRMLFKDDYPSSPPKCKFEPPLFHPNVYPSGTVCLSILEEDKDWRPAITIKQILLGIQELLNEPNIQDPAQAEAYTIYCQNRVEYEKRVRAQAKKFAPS
IDE act: human IDE activators in live cells, primary screen, fluorescence polarization, HEK cells, FAbeta-B substrate; FAbeta-B cleavage; 0% vehicle, 100% cell-free pure enzyme wells; activation, % at 5.96 µM; actives 0.073% (n = 340,000);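 active = activation above the mean of all tested compounds plus 3 SD, set per screening campaign, cut at about 17% in these data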
IMP-1 inhibitor: IMP-1 metallo-beta-lactamase inhibitors, primary screen, biochemical, epi-absorbance readout, Pseudomonas aeruginosa enzyme | metallo-beta-lactamase IMP-1 (Pseudomonas aeruginosa) | purified IMP-1, nitrocefin hydrolysis, epi-absorbance fluorescence | inhibition, % at 5.6 µM | actives 0.45% (n = 290,000) | AID 1556, 2009;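 active = inhibition above the mean plus 3 SD of all compounds in the same screening run, cut at about 4.5% in these data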;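 note: 0% = IMP-1 with DMSO and 100% = DMSO wells lacking enzyme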
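System: purified IMP-1; amount: IMP-1 0.2 nM before substrate addition; compound: single dose, 5.6 µM; times: 25 °C, 15 min preincubation, 25 min reaction; signal: Epi-absorbance via hydrolysed-nitrocefin quenching of white-plate fluorescence, 480/530 nm, EDTA stop; benchmarks: DMSO with and without IMP-1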
The depositor's hits bear a star; nt = not tested or not shown; [ ] = remark or other dose. This is a subset; rates above refer to the full screens.

SMILES	SUMO HTRF inh	NS3 helicase inh	IDE act	p-CIP stab down	VIM-2 inh	PHOSPHO1 block	MEKK3 PB1 HTS	FID counter	IMP-1 inhibitor
Cc1cc(NC(=O)c2ccc([N+](=O)[O-])cc2Cl)no1	7	-2	4	-5	-3.1	39	106	-1	-2.1
Cc1ccc(Cl)cc1N1CCN(C(=O)Cn2ncn3cccc3c2=O)CC1	1	-1	-2	-8	-2.4	36	103	-31	-5.2
CCCC[C@@H]1CNC(=S)N1CCc1cccc(F)c1	2	8	3	-16	-3.5	14	92	-16	-3.4
Cc1cccc(/C(N)=N/OC(=O)CCc2ccccc2)c1	8	8	-1	1	0.2	18	108	2	-0.1
Cc1ccc(C(CC(=O)N2CCCC2)c2ccccc2)c(O)c1 (stereo unspecified)	12	17	-8	-7	-3.4	18	100	-33	-4.5
O=C(CSc1ccccn1)N/N=C/c1c[nH]c2ccccc12	5	1	-1	6	-0.2	16	104	0	-3.8
COc1ccc(C(=O)Nn2cc3c(c2-c2ccccc2)c(=O)n(C)c(=O)n3C)cc1	-1	-2	-2	5	-0.4	14	98	0	-3.2
CCOc1ccc(C(=O)NCC(=O)N2CCc3ccccc3C2)cc1OCC	12	-3	3	1	-2.9	-4	nt	-21	-1.8

Reprinted at random: two compounds from above, in no set order.
SMILES	SUMO HTRF inh	NS3 helicase inh	IDE act	p-CIP stab down	VIM-2 inh	PHOSPHO1 block	MEKK3 PB1 HTS	FID counter	IMP-1 inhibitor
O=C(CSc1ccccn1)N/N=C/c1c[nH]c2ccccc12	5	1	-1	6	-0.2	16	104	0	-3.8
Cc1ccc(C(CC(=O)N2CCCC2)c2ccccc2)c(O)c1 (stereo unspecified)	12	17	-8	-7	-3.4	18	100	-33	-4.5

(next part)
SMILES	SUMO HTRF inh	NS3 helicase inh	IDE act	p-CIP stab down	VIM-2 inh	PHOSPHO1 block	MEKK3 PB1 HTS	FID counter	IMP-1 inhibitor
COc1ccc(/C=C(\NC(=O)c2ccc(C)cc2)C(=O)Nc2c(C)n(C)n(-c3ccccc3)c2=O)cc1	6	-9	3	-12	-3.2	27	94	-34	-0.3
COc1ccccc1/C=c1\sc2nc(-c3ccccc3OC)nn2c1=O	-6	24	8	1	-2.9	87*	nt	-38	-3.0
CC(=O)N1CCN(S(=O)(=O)c2cccc(C(=O)Nc3ccc4c(c3)CCC4)c2)CC1	5	2	4	-80	-2.0	11	103	-36	-2.3
C/C=C/C=C\C(=O)Nc1cccc(C2=NOC3(C2)C[C@H](C(N)=O)N(C(=O)CC#N)C3)c1 (stereo partly specified)	-10	nt	-4	-1	nt	26	86	nt	nt
Cc1c(Cl)cccc1NC(=O)c1cccc(NC(=O)CCC(=O)O)c1	7	4	-2	3	-0.4	-4	103	-3	-2.8
COC(=O)[C@H](CC(C)C)NC(=O)Nc1ccccc1F	17	0	-2	-4	-1.2	43	99	-4	-2.4
Cc1ccc(-n2cccn2)cc1	10	8	6	-15	-3.2	26	96	1	-1.9
CCCCn1c(N)c(C(=S)NC(=O)CC(C)(C)C)c(=O)n(C)c1=O	16	8	-11	-5	0.1	-4	103	3	-3.0
N#CCSc1nnc(-c2ccccc2O)n1Cc1ccccc1	9	-1	4	10	-3.6	23	105	-3	-4.5
COc1ccc(CC(=O)Nc2cc(NC(=O)Cc3ccc(OC)c(OC)c3)cc(C(=O)O)c2)cc1OC	5	14	-1	-12	-4.2	50	110	-39	-4.8
O=C(NNC(=S)Nc1ccc(Cl)cc1Cl)c1ccc(N2CCOCC2)c([N+](=O)[O-])c1	-32	-9	7	-2	-3.6	-16	103	-9	-4.4
Cc1ccc(NC(=O)COC(=O)CCNS(=O)(=O)c2ccc(C)c(C)c2)cc1	-1	-6	6	-4	0.9	-8	91	-19	-1.7
Cc1cccc(OCCCC(=O)Nc2ccc(N3CCCCC3)cc2)c1	27	5	3	-2	-1.5	26	104	-1	-1.8
CCC(C)(C)NC(=O)C(c1ccc(F)cc1)N(Cc1ccccc1)C(=O)c1cnccn1 (stereo unspecified)	14	0	nt	-6	-4.7	32	102	-29	-2.5
CCCN1CNc2c(c(=O)[nH]c(=S)n2-c2ccccc2Cl)C1	18	-9	2	0	0.4	16	82	6	-2.2
CCOc1ccc(S(=O)(=O)NCCC(=O)NCC(c2ccccc2OC)N2CCCC2)cc1 (stereo unspecified)	-10	3	5	-2	1.1	41	98	19	-0.3
CCC(=O)N(CC(=O)Nc1sc(C)c(C)c1C(N)=O)C1CCCC1	26	2	-5	-11	-2.4	0	105	-2	-1.4
N/C(=N\OC(=O)Cc1ccccc1)c1cccnc1	16	6	4	-11	-3.0	18	101	-6	-3.9
CS(=O)(=O)N1CCN(C(=S)NCc2ccc(Cl)cc2)CC1	-5	-3	nt	-5	-1.0	-18	100	4	-1.4
Cc1cccn2cc(-c3cccc(NC(=O)c4cccs4)c3)nc12	-4	-4	6	1	-2.2	15	94	6	-3.4
Cn1c(SCc2ccc(Br)cc2)nnc1-c1cccs1	6	-19	-12	-4	-3.1	-2	96	-23	-2.1
N#Cc1c(NC(=O)c2cc(-n3cnnc3)ccc2Cl)sc2c1CCCC2	9	4	4	-11	-2.5	-10	106	-29	-3.2
O=C(NCc1ccco1)c1cccc2ccccc12	12	1	2	4	-1.1	14	96	0	3.1
CCCCC(=O)Nc1sc2c(c1C(N)=O)CCC2	0	-3	4	0	-1.1	21	104	-5	-5.5
CCNC(=O)CSc1nc2cc(S(=O)(=O)Nc3ccc(OC)cc3)ccc2o1	4	0	4	-7	-3.6	18	98	-12	-1.9
CC(CC(=O)N1CCc2ccccc21)n1cccn1 (stereo unspecified)	-6	8	0	-13	-3.2	18	89	-3	-3.0
CN(C)c1ccc(/C=C/C(=O)c2ccc(O)cc2)cc1[N+](=O)[O-]	11	5	9	0	-1.7	28	99	6	-3.2
COC(=O)N/N=C\c1ccc(OC/C=C/c2ccccc2)c(OC)c1	12	4	-1	4	-3.2	35	94	-44	-2.0
CCc1cc(C(=O)N2CCCC(Nc3ccc(F)c(F)c3)C2)n(C)n1 (stereo unspecified)	6	-8	2	-3	-3.0	-13	102	-16	-1.3
O=C(/C=C/c1ccc([N+](=O)[O-])cc1)NCCSCc1ccco1	-7	6	5	12	-0.5	-13	102	2	-2.2
Cc1cccc(NC(=S)NCc2ccc3c(c2)cc(C)n3C)c1C	-47	-17	7	-11	-3.0	-22	78*[inhibitor]	-11	-3.0
Cc1cc(C(=O)NCc2ccc(S(N)(=O)=O)cc2)c(C)o1	3	-4	1	3	-2.4	-3	105	-4	-0.8
Cc1cc(NC(=S)Nc2ccccc2)ccc1Br	3	0	-1	0	-0.1	19	102	1	-0.6
CC(=O)Nc1ccc2c3c(cccc13)CC2	nt	-6	1	nt	-2.5	nt	103	2	-1.8
CCOC(=O)/C(C#N)=C1\C(=O)N(Cc2ccccc2)c2ccccc21	15	2	-4	-5	-2.5	-37	102	-3	-1.2
COc1ccc(CCc2nnc(N)s2)cc1OC	5	2	1	-10	-1.3	nt	105	-2	-6.2
COc1ccc(-c2nc3nc(N)nn3cc2C)cc1F	10	-7	-2	-20	0.1	31	107	-1	-0.8
COc1cc(/C=C2/C(C)=C(C#N)c3nc(N)c(C#N)c(C)c32)ccc1OCC(=O)O	23	3	nt	3	-2.4	45	96	-18	-1.4
Cc1nc(SCC(=O)c2ccc(F)c(F)c2)[nH]c(=O)c1Oc1ccc(Cl)cc1	26	30	6	-12	-3.2	6	98	-21	-2.1
O=C(Nc1ccc(OCc2ccccc2)cc1)c1ccccc1	22	6	1	-27	-3.0	13	94	0	-2.6

A draw from above in order of formula weight, falling:
SMILES	SUMO HTRF inh	NS3 helicase inh	IDE act	p-CIP stab down	VIM-2 inh	PHOSPHO1 block	MEKK3 PB1 HTS	FID counter	IMP-1 inhibitor
O=C(NNC(=S)Nc1ccc(Cl)cc1Cl)c1ccc(N2CCOCC2)c([N+](=O)[O-])c1	-32	-9	7	-2	-3.6	-16	103	-9	-4.4
Cc1nc(SCC(=O)c2ccc(F)c(F)c2)[nH]c(=O)c1Oc1ccc(Cl)cc1	26	30	6	-12	-3.2	6	98	-21	-2.1
CCNC(=O)CSc1nc2cc(S(=O)(=O)Nc3ccc(OC)cc3)ccc2o1	4	0	4	-7	-3.6	18	98	-12	-1.9
COc1cc(/C=C2/C(C)=C(C#N)c3nc(N)c(C#N)c(C)c32)ccc1OCC(=O)O	23	3	nt	3	-2.4	45	96	-18	-1.4
Cc1cc(C(=O)NCc2ccc(S(N)(=O)=O)cc2)c(C)o1	3	-4	1	3	-2.4	-3	105	-4	-0.8
Cc1cc(NC(=O)c2ccc([N+](=O)[O-])cc2Cl)no1	7	-2	4	-5	-3.1	39	106	-1	-2.1

The list continues.
SMILES	SUMO HTRF inh	NS3 helicase inh	IDE act	p-CIP stab down	VIM-2 inh	PHOSPHO1 block	MEKK3 PB1 HTS	FID counter	IMP-1 inhibitor
CCC(=O)NC(c1cccs1)c1ccc2cccnc2c1O (stereo unspecified)	14	11	3	-4	-2.7	18	101	-11	-1.6
O=C(CCN1C(=O)/C(=C/c2ccc(Cl)cc2)SC1=S)NCCCn1ccnc1	11	-33	-1	-9	18*	37	102	22	18*
Cc1cc(C)cc(N(CC(=O)N2CCCCCC2)S(C)(=O)=O)c1	6	8	7	-2	-3.3	24	106	-14	-1.2
Cc1ccc(C2C3C(=O)N(c4ccccc4)C(=O)C3N3CCCN23)cc1 (stereo unspecified)	8	14	6	-7	1.7	34	96	-9	-1.8
Cc1cccc2c(=O)c(Br)c(C)n(Cc3ccccc3)c12	18	-11	5	-7	-1.1	25	89	-3	-4.5
CCC1=NN(C(=O)Cc2ccc([N+](=O)[O-])cc2)C(O)(c2ccncc2)C1 (stereo unspecified)	-2	-7	-5	-5	-6.8	50	100	-10	-3.9
COc1cccc(-c2cc(CC3(O)CCN(CCCc4ccccc4)CC3)on2)c1	12	-14	5	-13	-3.3	19	98	16	-1.8
CC1=C(C(=O)OC(C)C)C(c2ccc(C)o2)C(C(=O)OC(C)C)=C(C)N1	28	7	-1	10	-0.4	6	127	-29	-0.4
